Screening results deposited in PubChem BioAssay by Sanford-Burnham Center for Chemical Genomics.
UPR CHOP act: activators of apoptotic arm of unfolded protein response (CHOP); CHO-CHOP luciferase reporter, UPR activation, luminescence; percent of tunicamycin response over DMSO baseline; activation, % at 10 µM; 330,000 tested, 0.34% active; AID 449763;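 active means at 10 µM dose, activation of 40% or more, normalized to positive control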;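 further: 100% = tunicamycin at 10 µg/mL and 0% = DMSO alone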
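Test system: CHO CHOP reporter cells. Input: 500 CHO-CHOP cells per well. Medium: F12 with 10% FBS. Technique: luciferase luminescence. Measure: percent activation relative to tunicamycin control. Dosing: 10 µM compound, 0.5% DMSO. Timing: 16-18 h cell attachment, then 6 h compound exposure, 37 °C.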
APJ ag: activates the human apelin receptor APJ; CHO-K1 APJ PathHunter beta-arrestin, luminescence; 0% DMSO wells, 100% apelin; activation, % at 20 µM; P35414; 330,000 tested, 0.11% active;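 active means activation more than six SD over the plate average, tested at 20 µM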;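 further: 0% = DMSO alone and 100% = apelin-13 at 10 nM; some results filed as inactive read as strong as hits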
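Assay system – PathHunter CHO-K1 APJ (AGTRL-1) beta-arrestin reporter cells · Compound – one dose, 20 µM compound, 1% DMSO · Timing – compound 90 min 25 °C, reagent 1 h · Measured by – luminescence from split beta-galactosidase complementation, Galacton Star/Emerald II substrate · Measure – beta-arrestin recruitment to APJ as agonist activity, luminescent signal · Benchmarks – DMSO vs Apelin-13 10 nM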
tim23-1 inh: tim23-1 yeast growth inhibition; S. cerevisiae tim23-1 growth, BacTiter-Glo luminescence, 24 h; inhibition, % at 20 µM; 330,000 tested, 1.3% active;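 active means growth inhibition of the mutant yeast at or above 50%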;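 further: temperature-sensitive mutant grown at 25 °C; plate controls were DMSO-treated mutant yeast for no effect and medium wells lacking yeast for full effect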
UPR XBP1 act: activators of adaptive arm of unfolded protein response (XBP1); CHO-XBP1 luciferase reporter, IRE1-XBP1 UPR activation, luminescence; percent of tunicamycin response, DMSO as zero; activation, % at 20 µM; 330,000 tested, 0.33% active; AID 463104;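 active means versus positive control, 20 µM dose yields 30% or more activation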;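 further: 100% = tunicamycin at 10 µg/mL and 0% = DMSO only wells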
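Assay system: CHO-XBP1 luciferase reporter cells; Schedule: 6 h treatment, 37 °C; Detection: glow luminescence from Steady-Glo reagent; Benchmarks: high control tunicamycin 10 µg/mL final, low control DMSO vehicle only.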
Mdm2 MdmX PPI: disrupts the human Mdm2-MdmX interaction; inhibition, % at 8 µM; O15151+Q00987; 330,000 tested, 3% active; SaOS-2 split-luciferase Mdm2/MdmX complementation, luminescence;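 active means inhibition of at least 50% at 8 µM in the primary screen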
Target sequence (O15151 whole entry, looked up): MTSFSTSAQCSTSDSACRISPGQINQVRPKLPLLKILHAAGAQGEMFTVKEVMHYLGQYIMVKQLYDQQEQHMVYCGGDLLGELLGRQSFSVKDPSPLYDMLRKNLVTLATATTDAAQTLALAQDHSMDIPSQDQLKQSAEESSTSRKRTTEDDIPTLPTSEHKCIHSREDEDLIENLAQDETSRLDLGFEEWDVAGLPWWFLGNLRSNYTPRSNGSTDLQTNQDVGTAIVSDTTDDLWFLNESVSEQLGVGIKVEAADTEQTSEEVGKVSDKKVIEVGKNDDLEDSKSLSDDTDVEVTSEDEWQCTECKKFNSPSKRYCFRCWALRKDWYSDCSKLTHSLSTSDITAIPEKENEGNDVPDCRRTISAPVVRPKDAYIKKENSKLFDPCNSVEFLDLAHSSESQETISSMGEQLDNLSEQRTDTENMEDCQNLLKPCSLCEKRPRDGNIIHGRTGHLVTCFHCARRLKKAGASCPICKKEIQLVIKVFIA
Target sequence (Q00987 whole entry, looked up): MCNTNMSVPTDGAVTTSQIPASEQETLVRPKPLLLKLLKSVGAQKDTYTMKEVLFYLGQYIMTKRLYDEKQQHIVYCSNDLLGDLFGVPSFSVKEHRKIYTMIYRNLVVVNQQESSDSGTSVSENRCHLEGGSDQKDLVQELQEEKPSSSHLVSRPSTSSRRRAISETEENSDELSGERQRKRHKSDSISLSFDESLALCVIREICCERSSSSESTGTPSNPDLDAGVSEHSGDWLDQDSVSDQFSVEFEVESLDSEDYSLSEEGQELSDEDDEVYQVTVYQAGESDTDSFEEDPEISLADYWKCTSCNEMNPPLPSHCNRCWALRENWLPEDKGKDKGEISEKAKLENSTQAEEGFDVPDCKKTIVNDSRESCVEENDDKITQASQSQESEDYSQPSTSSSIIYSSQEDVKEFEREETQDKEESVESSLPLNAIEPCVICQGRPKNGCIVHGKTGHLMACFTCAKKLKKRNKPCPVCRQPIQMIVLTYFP
APJ antag: blocks the human apelin receptor APJ; P35414; CHO-K1 APJ beta-arrestin complementation, luminescence; inhibition, % at 20 µM; 330,000 tested, 0.32% active; AID 2521;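 active means inhibition above about 40% at 20 µM, limit read from the data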;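 further: cells challenged with 10 nM apelin-13 agonist together with compound; plate controls were apelin-13 plus DMSO wells for no effect and DMSO wells lacking apelin-13 for full effect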
Jurkat NFkB inh: lowers PMA/ionomycin-induced NF-kB signal in Jurkat cells | PMA/ionomycin-induced NF-kB luciferase reporter, luminescence | inhibition, % at 4 µM | 330,000 tested, 0.53% active | AID 435003; in the data active means inhibition above about 50%
697 NFkB inh: inhibitors of the PMA/ionomycin-induced NF-kB reporter in 697 B cells; 697 B-cell NF-kB luciferase reporter, 16 h; 330,000 tested, 0.33% active; inhibition, % at 4 µM; AID 435022; in the data active means inhibition above about 35%
Starred values were filed as active, the others as inactive.

nr | canonical_smiles | UPR CHOP act | APJ ag | tim23-1 inh | UPR XBP1 act
1 | CCc1ccc2[nH]c(=O)c(CN(Cc3ccccc3)Cc3nnnn3Cc3ccco3)cc2c1 | -0.4 | -1 | 2 | -3
2 | CCNC(=S)N1CCCCC1CO (centres undefined) | -0.2 | -3 | -7 | 3
3 | COc1ccc(CCn2c(SCCN3CCCCC3)nc3ccccc3c2=O)cc1OC | -1.4 | -4 | -3 | 1
4 | Cc1ccccc1NC(=S)NC(NC(=O)COc1ccccc1)C(Cl)(Cl)Cl (centres undefined) | 1.1 | -3 | -13 | -3
5 | Cc1ccc2cc3c(N)[nH]nc3nc2c1 | -1.7 | 4 | 1 | -1
6 | C(=N\N1CCN(C2c3ccccc3-c3ccccc32)CC1)/c1cccs1 | 0.1 | -2 | -3 | 0
7 | NS(=O)(=O)c1ccc(NC(=O)/C=C/c2ccc(S(=O)(=O)NCc3ccco3)cc2)cc1 | 1.6 | 6 | 6 | 2
8 | Cc1ccc(NC(=O)c2ccncc2)cc1[N+](=O)[O-] | 2.3 | 5 | 9 | -1
9 | Cc1cc(C(=O)CN2C(=O)C(=O)N(CCC3=CCCCC3)C2=O)c(C)n1C | 1.4 | -4 | 40 | -4
10 | S=c1ccc2ccccc2[nH]1 | 0.1 | -3 | 1 | 2
11 | O=C1C=C(N2CCOCC2)C2(CCCCC2)O1 | 0.1 | -2 | 11 | -1
12 | COc1cccc(-c2n[nH]c(=S)n2Cc2ccco2)c1 | 0.6 | -6 | 0 | 2

nr | Mdm2 MdmX PPI | APJ antag | Jurkat NFkB inh | 697 NFkB inh
1 | 27 | 8 | -19 | 4
2 | -3 | 23 | 12 | 4
3 | 20 | 8 | -2 | -25
4 | -22 | -7 | -6 | 6
5 | 13 | 0 | 19 | 21
6 | 20 | 20 | 4 | -15
7 | -35 | -14 | -10 | 3
8 | -3 | -4 | 0 | -1
9 | -2 | 3 | -7 | -7
10 | -7 | 5 | -12 | 9
11 | 8 | -29 | -8 | -5
12 | 8 | 2 | 0 | -6

Following part:
nr | canonical_smiles | UPR CHOP act | APJ ag | tim23-1 inh | UPR XBP1 act
13 | CCOc1ccc(Br)cc1S(=O)(=O)NCc1ccc(S(N)(=O)=O)cc1 | -1.8 | -1 | -1 | -1
14 | Cc1noc(C)c1NC(=O)N(C)C[C@@H]1Oc2ccc(NC(=O)Cc3cn(C)c4ccccc34)cc2CC(=O)N([C@H](C)CO)C[C@@H]1C | -3.0 | 0 | 7 | 0
15 | Cc1ccc(Oc2ccccc2/C=C2\SC(=O)N(C)C2=O)cc1 | -0.6 | -1 | 26 | 2
16 | O=C(CCn1c(=O)[nH]c2ccsc2c1=O)N(CCc1ccccc1)Cc1ccccc1 | -0.6 | 1 | 11 | -2
17 | Cc1cc(C(=O)NNC(=O)C(C)(C)Oc2ccc(Cl)cc2)c(C)o1 | 1.7 | 1 | 17 | -2
18 | O=C(Nc1cccc(Cl)c1N1CCOCC1)c1ccc([N+](=O)[O-])o1 | 1.1 | 3 | 34 | -2
19 | COc1ccc(/C=N/NC(C)(C)C)c(OC)c1 | -0.9 | 2 | 27 | 1
20 | NC1=NN=C(N2N=C(c3ccco3)CC2(O)C(F)(F)F)n2ncnc2C1 (centres undefined) | -0.1 | -4 | 3 | -2
21 | Cc1cc(NC(=O)NC2CCCN2S(=O)(=O)c2ccc(Cl)cc2)no1 (centres undefined) | 1.3 | -4 | 18 | -2
22 | O=C(NCCC1=CCCCC1)c1cc(S(=O)(=O)N2CCCCC2)ccc1Cl | -1.4 | -6 | -5 | -3
23 | COc1ccc(C(NC(=O)c2cccc(F)c2)c2ccccc2)cc1 (centres undefined) | -1.8 | 0 | 2 | 2
24 | Cc1[nH]c2ccc(C(=O)N3CCC(C(N)=O)CC3)cc2c1C | 1.8 | 0 | 0 | 4

nr | Mdm2 MdmX PPI | APJ antag | Jurkat NFkB inh | 697 NFkB inh
13 | 13 | 8 | 4 | -6
14 | -13 | -11 | -7 | 0
15 | 12 | 6 | 1 | -3
16 | 23 | -23 | 7 | 5
17 | -7 | 3 | 4 | 7
18 | 35 | -45 | 0 | -24
19 | -46 | -13 | -53 | 7
20 | -9 | -29 | -13 | 24
21 | 7 | 13 | 6 | 7
22 | 21 | -1 | 7 | 15
23 | -16 | 0 | 2 | 28
24 | 22 | 3 | -16 | -58

New compounds follow
nr | canonical_smiles | UPR CHOP act | APJ ag | tim23-1 inh | UPR XBP1 act
25 | O=C(COc1ccc(F)cc1Br)NCC1(N2CCOCC2)CCCCC1 | 2.5 | -3 | 41 | 0
26 | COc1ccc(-n2nc(C(=O)NCC(=O)NCc3ccc(F)cc3)c3ccccc3c2=O)cc1 | 2.2 | -3 | 27 | -1
27 | CCOC(=O)N1CCN(C(=O)c2c(-c3ccccc3Cl)noc2C)CC1 | -0.4 | 0 | 2 | -2
28 | O=C(Nc1ccc(NC(=O)c2ccc(S(=O)(=O)c3ccccc3)cc2)cc1)c1ccccc1 | 1.5 | -1 | -3 | 1
29 | CNC(=O)CCC(=O)Nc1ccc(C(=O)OC)cc1 | 1.4 | 5 | 10 | 2
30 | CCn1c2ccccc2c2cc(/C=N/NC(=O)c3ccccc3C)ccc21 | 0.9 | -1 | 5 | 10
31 | S=C(NCc1cccs1)Nc1ccc(Cl)cc1 | 3.3 | 12 | 39 | 1
32 | CCN1CCN(C(=O)c2cc3c(=O)n4ccccc4nc3s2)CC1 | 3.2 | -4 | -9 | 2
33 | O=C(COc1ccc2c(c1)CCC2)N1CCc2ccccc21 | 4.7 | -7 | 15 | 4
34 | CC1CCCC(C)N1C(=O)CSc1ccc(-c2ccc3c(c2)OCCO3)nn1 (centres undefined) | 6.0 | -3 | 27 | -1
35 | O=C1CCC/C(=N/NC(=O)c2sc3ccccc3c2Cl)C1 | -0.1 | -4 | 3 | 1
36 | COc1ccc(C(=O)C2CCCN(Cc3ccc(C#CCCO)cc3)C2)cc1F (centres undefined) | -0.2 | -2 | 3 | -2

nr | Mdm2 MdmX PPI | APJ antag | Jurkat NFkB inh | 697 NFkB inh
25 | -4 | -9 | -8 | -32
26 | -12 | -3 | -13 | 8
27 | -19 | -9 | -14 | 5
28 | 29 | 12 | 7 | 21
29 | 9 | -3 | 0 | 21
30 | 46 | -15 | 39 | -36
31 | 1 | -1 | 3 | -41
32 | 1 | 17 | -4 | 10
33 | -119 | -19 | -62 | -90
34 | -9 | -10 | -19 | -10
35 | -21 | 15 | -30 | -30
36 | 18 | 8 | 8 | -9

3 compounds picked at random from those above, as already listed:
nr | canonical_smiles | UPR CHOP act | APJ ag | tim23-1 inh | UPR XBP1 act
26 | COc1ccc(-n2nc(C(=O)NCC(=O)NCc3ccc(F)cc3)c3ccccc3c2=O)cc1 | 2.2 | -3 | 27 | -1
34 | CC1CCCC(C)N1C(=O)CSc1ccc(-c2ccc3c(c2)OCCO3)nn1 (centres undefined) | 6.0 | -3 | 27 | -1
33 | O=C(COc1ccc2c(c1)CCC2)N1CCc2ccccc21 | 4.7 | -7 | 15 | 4

nr | Mdm2 MdmX PPI | APJ antag | Jurkat NFkB inh | 697 NFkB inh
26 | -12 | -3 | -13 | 8
34 | -9 | -10 | -19 | -10
33 | -119 | -19 | -62 | -90

Next records.
nr | canonical_smiles | UPR CHOP act | APJ ag | tim23-1 inh | UPR XBP1 act
37 | COc1ccc(CC(=O)NCC2CCCCC2)cc1OC | 2.0 | 0 | 0 | -1
38 | Cc1ccc(OCC(=O)NNC(=O)c2cc(C)[nH]n2)cc1 | -0.1 | -1 | 4 | 0
39 | COC(=O)c1sc(NC(=S)NC(=O)c2ccccc2C)nc1C | 2.3 | -2 | 19 | -2
40 | CC(=O)c1cccc(NC(=O)C2CCCN(S(=O)(=O)c3ccccc3)C2)c1 (centres undefined) | -0.4 | -2 | 8 | 1
41 | O=C1c2cccc3cccc(c23)C(=O)N1CCCN1CCN(c2ccc(F)cc2)CC1 | -0.4 | -1 | 20 | -2
42 | CCCCOP(=O)(c1ccc(N(C)C)cc1)C(O)c1ccc(N(C)C)cc1 (centres undefined) | 0.6 | -2 | 13 | -3
43 | Cc1ccc(CNC(=O)c2ccccc2NC(=O)CN2CCN(C)CC2)cc1 | 1.2 | 3 | 7 | -7
44 | O=C(CSC1=N/C(=C/c2ccc(Cl)c(Cl)c2)C(=O)N1c1ccccc1F)NC1CC1 | 2.9 | -2 | 25 | -2
45 | COc1ccc(C(C)=O)c(OC(=O)c2ccco2)c1 | -1.0 | 5 | 9 | 0
46 | CN(C)CCCn1c(SCC(=O)Nc2sc3c(c2C#N)CCCC3)nnc1-c1ccncc1 | 0.1 | -2 | 11 | -3
47 | COc1cccc(NS(=O)(=O)c2ccc(S(=O)(=O)N3CCCC3)cc2)c1 | 1.1 | -4 | -1 | -4
48 | Cc1c(OCC(=O)NCCCN2CCCC2=O)ccc2c3c(c(=O)oc12)CCC3 | 5.1 | -3 | 13 | 2

nr | Mdm2 MdmX PPI | APJ antag | Jurkat NFkB inh | 697 NFkB inh
37 | -23 | 4 | -24 | 4
38 | 3 | -3 | 14 | 20
39 | -51 | 7 | -28 | -20
40 | 2 | 13 | 7 | -5
41 | 34 | 4 | 7 | 17
42 | 0 | 17 | -28 | -7
43 | -2 | 22 | 4 | 4
44 | -2 | 8 | -7 | 1
45 | -25 | 6 | 16 | 18
46 | 12 | -4 | 12 | -11
47 | -13 | 10 | 8 | -5
48 | 13 | 18 | 2 | 15

The listing continues:
nr | canonical_smiles | UPR CHOP act | APJ ag | tim23-1 inh | UPR XBP1 act
49 | CCn1c(SCC(=O)NCc2ccc3c(c2)OCO3)nnc1-c1c[nH]c2ccccc12 | -0.8 | -3 | -5 | -3
50 | CCOC(=O)C1CCN(S(=O)(=O)c2ccc(NC(C)=O)c(Cl)c2)CC1 | 2.2 | -3 | 8 | -2
51 | CCC(C)c1ccc(OCC(=O)Nc2cccc(C(=O)Nc3ccc(C(=O)O)cc3)c2)cc1 (centres undefined) | 2.0 | 11 | 4 | -3
52 | O=C(Oc1cccc(/C=N/NC(=O)c2ccccn2)c1)c1ccc([N+](=O)[O-])cc1 | -1.3 | 14 | -5 | -5
53 | COc1ccc(CCNC(=O)[C@H](C)N2C(=O)N3CCc4c([nH]c5ccccc45)[C@@]3(C)C2=O)cc1 | 2.3 | 0 | 22 | -3
54 | COc1cc(C(=O)NCC2CCCO2)ccc1OCc1ccc(Cl)cc1Cl (centres undefined) | 2.1 | -2 | 33 | -3
55 | O=C(O)CN(c1ccccc1)S(=O)(=O)c1cc(C(F)(F)F)cc(C(F)(F)F)c1 | 0.1 | 0 | 7 | 0
56 | Cc1ccc(S(=O)(=O)/C=C/c2ccccc2)cc1 | 3.2 | 3 | 48 | 0
57 | Cn1ncc(Cl)c1C(=O)NCc1ccc(Cl)cc1 | 4.6 | -1 | 11 | 1
58 | CCOC(=O)c1c(C)[nH]c(C)c1C(=O)COC(=O)c1ccc(S(=O)(=O)N(CC)CC)cc1 | -2.1 | -2 | 20 | 0
59 | Cc1cc(NC(=O)CSc2nc3ccccc3c(=O)n2CCCC(=O)NCc2ccccc2)n[nH]1 | 0.7 | -2 | -5 | 1

nr | Mdm2 MdmX PPI | APJ antag | Jurkat NFkB inh | 697 NFkB inh
49 | 12 | -13 | -11 | 5
50 | 15 | 5 | 0 | 5
51 | 12 | -4 | -1 | -30
52 | -42 | -87 | -48 | -75
53 | 20 | 8 | 8 | -2
54 | 18 | -67 | -8 | 7
55 | 18 | 0 | -7 | 2
56 | 19 | -2 | 7 | 7
57 | 7 | -4 | 3 | -60
58 | 19 | 7 | -4 | -2
59 | 1 | -8 | -5 | 12
